# HCMV antiviral: blocks human cytomegalovirus replication; HFF cells, HCMV-luciferase reporter, 72 h; active compounds read low; activity change, negative = inhibition, % at 57.5 µM; 410,000 tested, 4.5% active; AID 1259415; in the data active = activity change below about -60%; inconclusive = no clear call, values can overlap the other calls; inactive = above about -39%
#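 Compounds were evaluated in HFFs infected with an HCMV luciferase reporter virus (MOI 1 PFU/cell). Luciferase in lysates collected 72 h post infection served as the replication measure.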
# Sm TGR inh: S. mansoni TGR enzyme inhibition; Potency, µM (titrated, usually from 114 µM), for the others: at the highest dose activity change, negative = inhibition, hits mostly inhibitors; 360,000 tested, 3% active; purified TGR, DTNB reduction, TNB absorbance 405 nm; Q962Y6; also: potency is read from the fitted curve at half-maximal effect; nearly all actives have a fitted effect of over 60% in size
#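 First, TGR (20 nM dispensed) and NADPH were mixed with compound. Second, a 15 min room-temperature incubation followed. Third, further NADPH and then DTNB were added to start the reaction. Finally, TNB absorbance was monitored kinetically.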
# AMA1-RON2 inh: AMA1-RON2 (P. falciparum) interaction inhibition; AlphaScreen AMA1-biotinylated RON2 peptide binding; Potency, µM (top dose mostly 58.2 µM), inactives show at the highest dose activity change, negative = inhibition, most hits filed as inhibitors; 360,000 tested, 0.2% active;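 also: potency is read from the fitted curve at half-maximal effect; 0% = vehicle wells and -100% = peptide control; nearly all actives have a fitted effect of over 45% in size; some results filed as inactive show a strong effect at the top dose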
#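 AMA1 (3D7) with his tag at 25 nM final met compounds first, then biotinylated RON2 peptide at 25 nM; detection used donor plus acceptor beads, 10 µg/mL apiece, read by AlphaScreen after 30 min at room temperature.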
# FBPA Giardia inh: Giardia lamblia aldolase inhibition; AID 2451; purified Giardia FBPA; A8B2U2; 290,000 tested, 0.71% active; Potency, µM (titrated, usually from 59.6 µM), without a hit: top-dose activity, negative = inhibition, most hits filed as inhibitors; also: potency is read from the fitted curve at half-maximal effect; nearly all actives have a fitted effect of over 55% in size
# Target sequence (A8B2U2 whole entry, looked up): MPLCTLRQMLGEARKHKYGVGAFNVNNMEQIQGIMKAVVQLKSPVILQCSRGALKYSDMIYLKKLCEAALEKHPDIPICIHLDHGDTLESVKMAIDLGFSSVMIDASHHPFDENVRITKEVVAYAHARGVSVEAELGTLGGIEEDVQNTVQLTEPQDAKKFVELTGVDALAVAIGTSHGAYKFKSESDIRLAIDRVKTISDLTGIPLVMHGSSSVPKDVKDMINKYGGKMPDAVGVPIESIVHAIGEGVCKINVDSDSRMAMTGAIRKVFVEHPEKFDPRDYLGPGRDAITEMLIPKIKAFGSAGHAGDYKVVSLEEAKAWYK
#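 Giardia FBPA (40 nM reagent) was preincubated 10 min at RT with compound (up to 57.5 uM final), then substrate plus GAPDH/TPI/NAD/arsenate coupling system with diaphorase/resazurin was added; resorufin fluorescence (525/598 nm) was read after 20 min.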
# HCV inhibitor: blocks hepatitis C virus; Potency, µM (highest dose often 41.8 µM), for inactives: at the highest dose activity change, negative = inhibition, most hits filed as inhibitors; Huh7.5.1 HCVcc-Cre infection, luciferase reporter, 44 h; 340,000 tested, 3.4% active; AID 651820; also: potency is read from the fitted curve at half-maximal effect
#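 Antiviral activity was scored by luciferase reporter output from cells infected with HCVcc-Cre (~0.5 moi) in presence of compound, 44 h infection period, cells seeded 1,000/well 4 h prior.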
# AmpC detergent: blocks E. coli AmpC beta-lactamase in detergent assay | AmpC hydrolysis of nitrocefin, absorbance 480 nm, 0.01% Triton | Potency, µM (highest dose often 114 µM), for inactives: top-dose activity change, negative = inhibition, actives largely listed as inhibitors | 370,000 tested, 0.041% active;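 also: potency is read from the fitted curve at half-maximal effect; 0% = no-compound wells and -100% = no-enzyme wells; nearly all actives have a fitted effect of over 25% in size; some results filed as inactive show a strong effect at the top dose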
# Target sequence (P00811 whole entry, looked up): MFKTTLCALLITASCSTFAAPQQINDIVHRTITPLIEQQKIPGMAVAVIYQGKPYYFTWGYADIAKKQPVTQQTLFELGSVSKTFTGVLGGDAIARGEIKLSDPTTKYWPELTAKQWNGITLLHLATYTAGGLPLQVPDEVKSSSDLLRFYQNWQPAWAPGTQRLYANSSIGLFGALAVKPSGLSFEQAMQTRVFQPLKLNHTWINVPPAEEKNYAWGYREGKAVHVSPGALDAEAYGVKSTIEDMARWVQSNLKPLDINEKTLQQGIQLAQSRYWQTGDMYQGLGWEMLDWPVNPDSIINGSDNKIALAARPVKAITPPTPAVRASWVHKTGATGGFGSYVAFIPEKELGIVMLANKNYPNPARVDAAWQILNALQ
#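 AmpC (5.3 nM in the dispensed reagent) in 20 mM phosphate pH 7.0 with 0.01% (detergent screen) or 0.0001% Triton X-100 was preincubated with compounds for 15 min at room temperature. Nitrocefin was then added from an 800 uM solution, and hydrolysis was followed at 480 nm.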
# The depositor's hits bear a star; ? = inconclusive; / = no result given; & = joins results of further samples; [ ] = dose if it differs, or a comment. Unless noted, calls follow the shape of the dose curve; as a rule, active = well fitted curve in the direction sought with a large enough effect; inconclusive = small, poorly fitted or top-dose-only effect, or another doubt; inactive = no such curve, though single readings can be large; an effect the other way counts as inactive or inconclusive. Unless noted, % is scaled to controls: 0 for no effect and ±100 for the full control effect. Not a hit list; overall some 9.3% were active at least once.
# Results follow in this order: HCMV antiviral	Sm TGR inh	AMA1-RON2 inh	FBPA Giardia inh	HCV inhibitor	AmpC detergent
> COC(=O)c1ccc(S(=O)(=O)NCc2ccc(S(N)(=O)=O)cc2)n1C
  25	-1%	9%	0%	7%	3%
> CCN(CC(=O)Nc1ccccc1OC)C(=O)Cn1cnc2ccccc2c1=O
  105	6%	6%	4%	-8%	-8%
> C/C(=N/NC(=O)CSc1nc2ccccc2n1C)c1ccc(O)cc1
  ?	1%	12%	4%	-22%	-4%
> CN(C(=O)c1cccc(NC(=O)Cc2cccc(NC(=O)C3CCCN(C(=O)C4CC4)C3)c2)c1)C1CC1 (centres undefined)
  28	/	7%	/	9%[8.37 µM]	/
> O=C(CN1CCCCC1)Nc1nc(-c2ccc(Cl)cc2)cs1
  ?	8%	-4%	5%	10µM*	-24%
> O=C(N1CCOCC1)N1CCC(NC(=O)C23CC4CC(CC(C4)C2)C3)CC1
  28	1%	-1%	-3%	?	-11%
> Cc1nc2ccc(S(=O)(=O)NC(C(=O)NCc3ccc4c(c3)OCO4)C(C)C)cc2s1 (centres undefined)
  15	-8%	-2%	1%	-13%	?
> Clc1ccc2[nH]cc(-c3nnnn3-c3ccccc3)c2c1
  -36	27%	0%	/	?	-11%
> O=C(NCCc1ccc(F)cc1)c1ccc(NS(=O)(=O)c2ccc3[nH]c(=O)[nH]c3c2)cc1
  -6	5%	22%	/	-5%	-2%
> O=c1ccn([C@@H]2O[C@H](CNCC3=Cc4cc(O)ccc4OC3)[C@@H](O)[C@H]2O)c(=O)[nH]1
  3	/	7%	/	4%	/
> CC(C)(C)c1ccc(C(=O)N2CCN(CCNC(=O)C(=O)NCc3ccccc3)CC2)cc1
  -38	-8%	19%	-6%	-29%	-8%
> CCOc1ccccc1-n1nnnc1SCC(=O)NC(=O)Cc1ccccc1
  -13	20µM*	11%	/	7%	0%
> Cc1ccc(-c2cccc(NC(=O)C3C(C(=O)O)[C@@H]4C=C[C@H]3C4)c2)o1 (some centres undefined)
  -17	20µM*	-7%	-4%	10%	-6%
> O=c1cc(CSc2ccccc2)nc(-c2ccncc2)[nH]1
  -37	3%	15%	8%	9%	1%
> CCOc1ccc(C(=O)N2CCc3ccccc32)cc1OCC
  77	-9%	-10%	-9%	-22%	-10%
> CC1CN(Cc2ccccc2)c2nc3c(c(=O)n(CC(N)=O)c(=O)n3C)n2C1 (centres undefined)
  2	8%	-7%	12%	0%	-8%
> COc1ccc(C(CNC(=O)c2cccc3cccnc23)N(C)C)cc1 (centres undefined)
  44	-10%	13%	3%	-7%	-9%
> Cc1ccc(-n2nnnc2SCC(=O)NCC2CCCO2)cc1C (centres undefined)
  -10	-7%	0%	/	11%	-6%
> COc1cc(C(=O)NCC(c2ccc(F)cc2)N2CCOCC2)ccc1OCc1ccccc1Cl (centres undefined)
  -21	-1%	-3%	/	?	-20%
> COCCSc1ccccc1C(=O)N1CCN(c2ccccc2)CC1
  -5	-3%	11%	9%	15%	2%
> CCC(C)c1ccccc1NC(=O)COC(=O)c1ccc(C)c(NC(=O)c2ccco2)c1 (centres undefined)
  -15	3%	3%	0%	1%	2%
> CC(=O)NNc1cc(C)nc(NS(=O)(=O)c2ccc(C)cc2)n1
  9	3%	10%	-16%	17%	0%
> C/C(=N\O)c1ccc2c(c1)CC(C)O2 (centres undefined)
  19	7%	1%	-15%	15%	4%
> O=[N+]([O-])c1cccc(N=NN(CCO)c2cccc([N+](=O)[O-])c2)c1
  -13	-5%	-1%	-5%	1.1µM*	2%
> CCOc1ccc2nc(N3C(=O)C(O)=C(C(=O)c4ccco4)C3c3ccco3)sc2c1 (centres undefined)
  0	-33%	-5%	/	17%	3%
> O=C(CC1SC(=O)N(Cc2ccccc2)C1=O)Nc1nccs1 (centres undefined)
  -28	-18%	25%	2%	10%	2%
> CC(C)OCCCNC(=O)[C@H]1N2C(=O)c3ccccc3C2SC1(C)C (some centres undefined)
  5	9%	2%	-17%	17%	-1%
> O=C(NCc1ccccc1Cl)C1CCCN(c2nc3ccsc3c(=O)s2)C1 (centres undefined)
  /	0%	/	1%	/	-19%
> O=C(NNC(=S)Nc1ccccc1Cl)c1ccccc1Br
  89	-1%	57%[activator]	-7%	4%	0%
> Cc1cc(C)c2c(CC(=O)N(CCC#N)Cc3cccnc3)coc2c1
  12	-13%	16%	0%	13%	?

# Next section:
mol,HCMV antiviral,Sm TGR inh,AMA1-RON2 inh,FBPA Giardia inh,HCV inhibitor,AmpC detergent
COc1ccc(/C(C)=N/NC(=O)CNC(=O)c2cccnc2)cc1,10,30%,17%,0%,26%,?
C/C=C/C=C/C(=O)Nc1cccc(C2=NOC3(C2)C[C@H](C(N)=O)N(C(=O)CC(c2ccccc2)c2ccccc2)C3)c1 (some centres undefined),/,?,/,-2%,/,5%
COc1ccc(N2CC(C(=O)OC(C)C(=O)c3ccccc3)CC2=O)cc1 (centres undefined),-7,13%,-4%,2%,14%,0%
COc1ccccc1NC(=O)C1CCCN(c2ncnc3onc(-c4ccc(F)cc4)c23)C1 (centres undefined),0,6%,/,/,/,-2%
O=C(c1ccccc1)N1N=C(c2ccccc2)CC1c1ccccc1[N+](=O)[O-] (centres undefined),35,4%,5%,-2%,10%,-7%
CCOC(=O)c1ccc(NC(=O)C2=C(C)C(=O)OC23CCN(C(C)C)CC3)cc1,-12,0%,/,/,/,1%
C[C@H]1CC[C@]2(O[C@@H](CCO)C[C@H](O)[C@H]2O)O1,14,/,-20%,/,12%,/
CCn1c(COc2cccc(C)c2)nnc1SCC(=O)NC1CCCC1,12,8%,5%,-4%,9%,7%
O=C(COC(=O)c1ccc(F)c(S(=O)(=O)N2CCCCC2)c1)NCc1ccc(F)cc1,22,-1%,-4%,0%,-4%,-9%
Cc1ccc(CNC(=O)N2CCN(S(=O)(=O)c3ccccc3)CC2)cc1,-19,-8%,1%,3%,-5%,2%
O=C(c1ccccc1)c1ccc2nc[nH]c2c1,22,4%,4%,-2%,8%,-1%
COCC(C)NS(=O)(=O)c1ccc(NC(=O)c2ccccn2)cc1 (centres undefined),-16,12%,27%,0%,-10%,?
CCc1ccccc1OCC(=O)NNCC(=O)Nc1cccc(C#N)c1,-36,0%,23%,/,?,-7%
COc1ccc(CCNC(=O)COC(=O)Cc2ccccc2[N+](=O)[O-])cc1,-13,/,-12%,/,10%,/
Cc1onc(-c2ccccc2)c1C(=O)NC(=S)NNC(=O)c1ccncc1,4,-15%,55%[activator],?,?,-3%
Cn1c(=O)c2c(ncn2CC(=O)N/N=C/C=C/c2ccccc2)n(C)c1=O,-24,0%,39%[activator],0%,-12%,3%
O=C(CCn1c(=S)[nH]c2cc3c(cc2c1=O)OCO3)NCc1ccc(Cl)cc1,-4,7%,17%,?,4%,-4%
C=C(C)C(=O)Nc1cccc(C2=NOC3(C2)C[C@@H](C(N)=O)N(C(=O)/C=C/CC)C3)c1 (some centres undefined),20,?,2%,0%,-4%,0%
COC(=O)c1sccc1NC(=S)Nc1cccc(F)c1,16,?,32%[activator],-21%,23%,0%
CC(=O)c1cn(Cc2ccc(C#N)cc2)c2ccccc12,20,8%[57.1 µM],4%,-1%,?,-2%
O=C1CCC(=O)N1c1ccc(NCCc2cccc(F)c2)c([N+](=O)[O-])c1,0,-4%,-1%,0%,3%,2%
CC1=NC(C)Cc2ccccc21 (centres undefined),23,-21%,6%,-9%,?,-6%
COc1ccc(CNC(=S)NC2CCCCC2)cc1,-36,4%,0%,-15%,18%,?
COc1ccc(-c2nnc(SCC#CCO)o2)cc1OC,39,-29%,31%[activator],-3%,-17%,?
COCCn1nnnc1C(c1ccc(O)c(OC)c1)N1CCc2ccccc2C1 (centres undefined),2,0.35µM*,-2%,?,-3%&25%,6%
CC1(c2nnc(-c3ccccc3)o2)CC(c2ccncc2)=NO1 (centres undefined),-3,-16%,-3%,6%,12%,2%
COc1ccc(-c2nn(CC(=O)NC3CCCC3)c3c2cnc2ccc(F)cc23)cc1,36,-4%,/,/,/,19%
c1cnc(N2CCN(c3ncc4c(n3)CCNC4)CC2)nc1,16,21%,/,/,/,12%
CN1CCN(c2nc3ccccc3nc2C(C#N)S(=O)(=O)c2ccccc2)CC1 (centres undefined),-32,0%,-6%,-13%,-7%,-7%
COCCC(=O)N1CCC(Oc2ccc(C(=O)NCCC3=CCCCC3)cc2)CC1,-26,-5%,-7%,/,-18%,2%

# Four consecutive compounds from above, quoted:
mol,HCMV antiviral,Sm TGR inh,AMA1-RON2 inh,FBPA Giardia inh,HCV inhibitor,AmpC detergent
COc1ccc(-c2nn(CC(=O)NC3CCCC3)c3c2cnc2ccc(F)cc23)cc1,36,-4%,/,/,/,19%
c1cnc(N2CCN(c3ncc4c(n3)CCNC4)CC2)nc1,16,21%,/,/,/,12%
CN1CCN(c2nc3ccccc3nc2C(C#N)S(=O)(=O)c2ccccc2)CC1 (centres undefined),-32,0%,-6%,-13%,-7%,-7%
COCCC(=O)N1CCC(Oc2ccc(C(=O)NCCC3=CCCCC3)cc2)CC1,-26,-5%,-7%,/,-18%,2%

# New compounds follow.
mol,HCMV antiviral,Sm TGR inh,AMA1-RON2 inh,FBPA Giardia inh,HCV inhibitor,AmpC detergent
O=C(CNC(=O)c1ccc([N+](=O)[O-])cc1)c1ccccc1,7,-28%,-1%,4%,-4%,-5%
CC(C)OCCCNC(=O)CN1C(=O)CSc2ccc(S(=O)(=O)N3CCOCC3)cc21,8&-29,5%,0%,/,/,-2%
CCCCNC(=O)c1sc(=S)n2c1[nH]c(=O)c1ccccc12,-11,3%,-6%,18%,13%,-1%
COc1ccc2[nH]c3c(c2c1)CCN1C(=O)C(CC(=O)NCC24CC5CC(CC(C5)C2)C4)C[C@H](C(=O)N(C(C)C)C(C)C)[C@@]31C (some centres undefined),-13,/,-18%,/,?,/
CCOc1ccc(N(CC)S(=O)(=O)c2ccc3c(c2)oc(=O)n3C)cc1,-17,-7%,3%,1%,9%,1%
COC(=O)CSc1ncc2c(n1)-c1ccccc1N(Cc1cccc(F)c1)S2(=O)=O,6,3%,/,/,/,-3%
CC(C)[C@H](NS(=O)(=O)c1ccccc1)C(=O)OCC(=O)N1N=C(c2ccc(Cl)cc2)CC1c1ccco1 (some centres undefined),149,-14%,-5%,-1%,?,?
O=C(Cn1cnc2ccccc2c1=O)NNC(=O)c1ccccc1,-6,7%,56%[activator],-9%,-15%,2%
COCC(C)n1c(SCC(=O)N2CCc3ccccc3C2)nc2ccccc2c1=O (centres undefined),-25,-12%,-16%,1%,?,-15%

# High-throughput results as filed in PubChem.
